ATG4B inh – ATG4B (human) cysteine protease inhibition; Q9Y4P1; ATG4B cleavage of LC3-PLA2, NBD-HPC fluorescence, 1 h; inhibition, % at 8.33 µM; 340,000 tested, 0.51% active; in the data active means inhibition above about 40%
A3G deaminase – inhibitors of human APOBEC3G DNA deaminase; 330,000 tested, 0.28% active; Q9HC16; AID 493012; inhibition, % at 20 µM; recombinant A3G, ssDNA deamination FAM/TAMRA fluorescence;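 active means inhibition of at least 40% at 20 µM, with no more than 30% in the related APOBEC3A deaminase screen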;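 further: plate controls were DMSO wells with A3G for no effect and wells lacking A3G enzyme for full effect; some compounds called inactive have numbers as strong as hits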
Target sequence (Q9HC16 whole entry, looked up): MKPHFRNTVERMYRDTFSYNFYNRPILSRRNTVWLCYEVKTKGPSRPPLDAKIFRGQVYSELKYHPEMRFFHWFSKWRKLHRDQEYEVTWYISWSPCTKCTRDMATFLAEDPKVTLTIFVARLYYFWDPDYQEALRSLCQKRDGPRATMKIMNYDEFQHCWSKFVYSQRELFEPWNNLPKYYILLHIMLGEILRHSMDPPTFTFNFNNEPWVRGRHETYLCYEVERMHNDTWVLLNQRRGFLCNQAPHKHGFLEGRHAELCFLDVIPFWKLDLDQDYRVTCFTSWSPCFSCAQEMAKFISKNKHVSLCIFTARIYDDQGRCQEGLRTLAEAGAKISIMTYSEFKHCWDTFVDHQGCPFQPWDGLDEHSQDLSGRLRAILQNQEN
mIAP inh – blocks mouse intestinal alkaline phosphatase; purified mouse IAP, CDP-Star luminescence, 30 min; AID 2806; inhibition, % at 10 µM; 330,000 tested, 0.2% active;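 active means inhibition of at least 40% at 10 µM in the primary screen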;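 further: plate controls were DMSO with enzyme for no effect and no enzyme wells for full effect; values of inactives mirror those of a sister screen read the other way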
hIAP activ – increases human intestinal alkaline phosphatase activity; 330,000 tested, 0.16% active; activation factor at 10 µM; purified human IAP, CDP-Star luminescence, 30 min; stronger effect = higher value; 1 = vehicle-only enzyme, 0 = enzyme-free background; P09923; AID 2524;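 active means activation factor of the enzyme at least 2-fold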; further: the source names both 10 and 20 µM as test concentration; values of inactives mirror those of a sister screen read the other way
Target sequence (P09923 whole entry, looked up): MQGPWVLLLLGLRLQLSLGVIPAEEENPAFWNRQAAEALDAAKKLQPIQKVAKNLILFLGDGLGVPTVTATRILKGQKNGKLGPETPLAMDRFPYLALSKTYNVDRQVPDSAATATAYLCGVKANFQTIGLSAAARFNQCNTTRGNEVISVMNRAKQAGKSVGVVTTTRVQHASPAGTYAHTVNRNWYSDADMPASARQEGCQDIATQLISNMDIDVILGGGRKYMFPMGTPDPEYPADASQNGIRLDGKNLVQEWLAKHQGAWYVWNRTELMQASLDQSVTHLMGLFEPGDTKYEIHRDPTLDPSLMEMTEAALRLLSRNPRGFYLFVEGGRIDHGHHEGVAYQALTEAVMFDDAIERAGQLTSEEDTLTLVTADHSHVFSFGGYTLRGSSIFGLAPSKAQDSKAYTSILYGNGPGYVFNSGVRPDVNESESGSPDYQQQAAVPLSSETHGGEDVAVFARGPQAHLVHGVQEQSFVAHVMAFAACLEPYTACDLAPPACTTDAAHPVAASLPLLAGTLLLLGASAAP
mIAP act – mouse IAP activation. muIAP, CDP-Star luminescence, 30 min; stronger effect = higher value; 1 = vehicle-only enzyme signal, 0 = enzyme-free wells. activation factor at 10 µM. 330,000 tested, 0.24% active. AID 2805;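 active means activation factor of at least 2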; further: the source names both 10 and 20 µM as test concentration; values of inactives mirror those of a sister screen read the other way
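Assay system: mouse IAP enzyme; Reagent: CDP-Star chemiluminescent phosphatase substrate; Compound: DMSO-dissolved test compounds; Incubation: 30 min, room temperature; Technique: luminescence from enzymatic CDP-Star hydrolysis; Controls: DMSO-only wells and no-enzyme negative control.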
MIN6 prolif – inducers of beta-cell replication in MIN6 cells; AID 2380; 330,000 tested, 0.29% active; MIN6 cells proliferation, ATPlite luminescence, 48 h; cells starved in 0.2% serum; 100% = growth in 10% serum; proliferation, % at 10 µM;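 active means compounds whose signal lies at least 3.5 SD above the mean of all wells on their plate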;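 further: 0% = DMSO-treated cells in low-serum medium and 100% = 10% serum control; some compounds called inactive have numbers as strong as hits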
hIAP inh – human IAP inhibition; P09923; purified IAP, CDP-Star luminescence, 30 min; inhibition, % at 10 µM; 330,000 tested, 0.12% active;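 active means inhibition reaching a set limit with compound at 10 µM in the primary screen, cut at about 35% in these data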;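 further: plate controls were DMSO wells with enzyme for no effect and no-enzyme buffer wells for full effect; values of inactives mirror those of a sister screen read the other way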
MPTP block – blocks calcium-induced mitochondrial swelling | isolated mouse mitochondria, Ca2+ swelling absorbance, 30 min | inhibition, % at 10 µM | 360,000 tested, 1.4% active;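 active means inhibition of 50% or more, scaled per plate between neutral and stimulator controls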;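 further: 0% = DMSO wells given calcium and 100% = 1 mM EGTA wells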
A3A deaminase – inhibitors of human APOBEC3A DNA deaminase. recombinant A3A, FAM/TAMRA ssDNA deamination fluorescence. inhibition, % at 20 µM. 330,000 tested, 0.41% active;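 active means at least 40% inhibition at 20 µM here, with at most 30% in a related deaminase screen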;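 further: plate controls were A3A with DMSO for no effect and wells lacking A3A enzyme for full effect; some results filed as inactive read as strong as hits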
Target sequence (P31941 whole entry, looked up): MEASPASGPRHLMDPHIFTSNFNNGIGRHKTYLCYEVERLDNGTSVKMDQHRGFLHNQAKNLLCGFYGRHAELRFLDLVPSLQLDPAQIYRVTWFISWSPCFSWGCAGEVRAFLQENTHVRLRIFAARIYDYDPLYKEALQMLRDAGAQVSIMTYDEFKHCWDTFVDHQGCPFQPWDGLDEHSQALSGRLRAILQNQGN
Starred values were filed as active, the others as inactive. No enrichment for hits; about 3.3% have a hit in one of these screens.

For COc1ccc(COc2ccc3c(C)cc(=O)oc3c2)cc1 the results were ATG4B inh -7, A3G deaminase -3, mIAP inh 1, hIAP activ 0.91, mIAP act 0.99, MIN6 prolif -2, hIAP inh 10, MPTP block 2.3 and A3A deaminase 0.
For Cc1ccc2nc(CNC(=O)C3CCC(=O)N(Cc4ccccc4F)C3)cn2c1 (stereo not drawn) the results were ATG4B inh 5, A3G deaminase -6, mIAP inh 6, hIAP activ 1.1, mIAP act 0.94, MIN6 prolif -2, hIAP inh -7, MPTP block 0.2 and A3A deaminase 0.
`O=c1c(C(c2ccc(F)cc2)c2c(O)nc3n(c2=O)CCS3)c(O)nc2n1CCS2` gave ATG4B inh -6, A3G deaminase 6, mIAP inh 10, hIAP activ 0.97, mIAP act 0.9, MIN6 prolif 2, hIAP inh 3, MPTP block 0.9 and A3A deaminase 6.
`Cc1nc2cc(-c3ccccc3)nn2c(C)c1CCC(=O)NCc1ccco1` gave ATG4B inh 12, A3G deaminase -5, mIAP inh 6, hIAP activ 0.92, mIAP act 0.94, MIN6 prolif -4, hIAP inh 8, MPTP block -0.4 and A3A deaminase -4.
`COc1ccc(C)cc1S(=O)(=O)N1CCN(S(=O)(=O)c2cc(C(=O)O)ccc2C)CC1` gave ATG4B inh 10, A3G deaminase -4, mIAP inh 2, hIAP activ 0.85, mIAP act 0.98, MIN6 prolif -2, hIAP inh 15, MPTP block 0.8 and A3A deaminase 2.
Cc1cc(C(C)(C)C)n2nc(C)c(-c3ccccc3)c2n1 was read as ATG4B inh 5, A3G deaminase -7, mIAP inh 4, hIAP activ 1.1, mIAP act 0.96, MIN6 prolif 0, hIAP inh -14, MPTP block -1.2 and A3A deaminase 0.
For O=C(Nc1ccccc1Cl)N1CCN(C/C=C/c2ccccc2)CC1 the results were ATG4B inh -6, A3G deaminase -6, mIAP inh -3, hIAP activ 0.95, mIAP act 1, MIN6 prolif -4, hIAP inh 5, MPTP block -2.1 and A3A deaminase -3.
`Cc1ccc2c(c1)C1(OCCCO1)C(=O)N2CC(=O)NN` gave ATG4B inh 0, A3G deaminase -11, mIAP inh 2, hIAP activ 1.1, mIAP act 0.98, MIN6 prolif 1, hIAP inh -15, MPTP block -0.3 and A3A deaminase -3.
Screening COc1ccc(CNC(=O)c2c(C)nc3ccccn23)cc1 returned ATG4B inh -17, A3G deaminase -3, mIAP inh -4, hIAP activ 1.1, mIAP act 1, MIN6 prolif -5, hIAP inh -14, MPTP block 5.0 and A3A deaminase 1.
For Cc1ccc(C=Nc2ccccc2C(N)=O)o1 the results were ATG4B inh 12, A3G deaminase -2, mIAP inh 8, hIAP activ 0.93, mIAP act 0.92, MIN6 prolif -1, hIAP inh 7, MPTP block 0.3 and A3A deaminase 1.

Brought forward from above: two compounds, followed by the next part.
Screening COc1ccc(CNC(=O)c2c(C)nc3ccccn23)cc1 returned ATG4B inh -17, A3G deaminase -3, mIAP inh -4, hIAP activ 1.1, mIAP act 1, MIN6 prolif -5, hIAP inh -14, MPTP block 5.0 and A3A deaminase 1.
For Cc1ccc(C=Nc2ccccc2C(N)=O)o1 the results were ATG4B inh 12, A3G deaminase -2, mIAP inh 8, hIAP activ 0.93, mIAP act 0.92, MIN6 prolif -1, hIAP inh 7, MPTP block 0.3 and A3A deaminase 1.
For CC(C)(Oc1ccc(Cl)cc1)C(=O)O/N=C(\N)c1ccncc1 the results were ATG4B inh 6, A3G deaminase -9, mIAP inh 5, hIAP activ 0.92, mIAP act 0.95, MIN6 prolif 1, hIAP inh 8, MPTP block 0.4 and A3A deaminase 0.
For CN1CCC(=O)N([C@H](CO)Cc2ccccc2)CC1 the results were ATG4B inh 6, A3G deaminase -5, mIAP inh 2, hIAP activ 0.93, mIAP act 0.98, MIN6 prolif -2, hIAP inh 7, MPTP block -0.2 and A3A deaminase -4.
Screening Cc1ccc(S(=O)(=O)N(C)CC(=O)N2CCN(Cc3ccccc3)CC2)cc1 returned ATG4B inh 5, A3G deaminase 0, mIAP inh 2, hIAP activ 1.4, mIAP act 0.98, MIN6 prolif -2, hIAP inh -38, MPTP block -0.4 and A3A deaminase -7.
Screening O=C(Nc1ccccc1)c1cc(S(=O)(=O)Nc2cccnc2)ccc1Cl returned ATG4B inh -9, A3G deaminase -2, mIAP inh 16, hIAP activ 0.93, mIAP act 0.84, MIN6 prolif 3, hIAP inh 7, MPTP block 4.8 and A3A deaminase -4.
CC(C)c1ccc(/C=C/C(=O)N2CCCCCC2)cc1 was read as ATG4B inh 11, A3G deaminase 0, mIAP inh 3, hIAP activ 1.1, mIAP act 0.97, MIN6 prolif -4, hIAP inh -6, MPTP block 0.7 and A3A deaminase 0.
`CCOC(=O)Cn1cc(C(=O)OC)c2ccccc21` gave ATG4B inh -12, A3G deaminase -1, mIAP inh 2, hIAP activ 0.87, mIAP act 0.98, MIN6 prolif 1, hIAP inh 13, MPTP block 1.3 and A3A deaminase 0.
Cc1ccc2oc(=O)n(CCCOc3ccccc3)c2c1 was read as ATG4B inh -3, A3G deaminase -2, mIAP inh 0, hIAP activ 1.2, mIAP act 0.99, MIN6 prolif -2, hIAP inh -18, MPTP block -0.9 and A3A deaminase 2.
Cc1ccc(NC(=S)NCc2ccc3c(c2)OCO3)cc1C was read as ATG4B inh 8, A3G deaminase -3, mIAP inh -85, hIAP activ 0.93, mIAP act 1.9, MIN6 prolif 0, hIAP inh 7, MPTP block 1.8 and A3A deaminase 0.
Screening CCOC(=O)c1nn(-c2ccc(C)cc2)c(=O)cc1OCC(=O)Nc1cccc(OC)c1 returned ATG4B inh 0, A3G deaminase -5, mIAP inh 8, hIAP activ 1.1, mIAP act 0.92, MIN6 prolif -3, hIAP inh -13, MPTP block -1.3 and A3A deaminase -3.
For Cc1ccc(N(CC(=O)N2CCN(c3ccc(F)cc3)CC2)S(=O)(=O)c2c(C)nn(C)c2C)cc1 the results were ATG4B inh -13, A3G deaminase -15, mIAP inh -4, hIAP activ 1.2, mIAP act 1, MIN6 prolif -3, hIAP inh -16, MPTP block -0.9 and A3A deaminase -7.
Cn1nc(-c2ccccc2)c(-c2nc(-c3ccc(Cl)cc3)no2)c1Cl was read as ATG4B inh -9, A3G deaminase 0, mIAP inh 14, hIAP activ 0.87, mIAP act 0.85, MIN6 prolif -1, hIAP inh 13, MPTP block 4.6 and A3A deaminase 0.
CC(C)OP(=O)(OC(C)C)C(Nc1ccccc1)c1cccc([N+](=O)[O-])c1 (stereo not drawn) was read as ATG4B inh -8, A3G deaminase -6, mIAP inh 2, hIAP activ 0.97, mIAP act 0.98, MIN6 prolif -1, hIAP inh 2, MPTP block 2.6 and A3A deaminase -1.
Cc1nc2ccccc2c(=O)n1NC(=O)Nc1ccccc1 was read as ATG4B inh 0, A3G deaminase 0, mIAP inh -2, hIAP activ 0.99, mIAP act 1, MIN6 prolif -2, hIAP inh 1, MPTP block -1.7 and A3A deaminase 3.
For O=C(NCc1ccco1)c1ccc2c(=O)n(CC3CCCO3)c(=S)[nH]c2c1 (stereo not drawn) the results were ATG4B inh -11, A3G deaminase -4, mIAP inh 9, hIAP activ 0.97, mIAP act 0.91, MIN6 prolif -2, hIAP inh 2, MPTP block -0.2 and A3A deaminase 0.
For COc1ccc(C(=O)CN2C3=NCCCN3c3ccccc32)cc1OC the results were ATG4B inh 4, A3G deaminase -5, mIAP inh 2, hIAP activ 0.93, mIAP act 0.97, MIN6 prolif 4, hIAP inh 8, MPTP block -0.5 and A3A deaminase -2.
`CCOc1cc(C)c(Cl)cc1S(=O)(=O)N(CC)CC` gave ATG4B inh 0, A3G deaminase -8, mIAP inh -4, hIAP activ 1.1, mIAP act 1, MIN6 prolif -1, hIAP inh -6, MPTP block -2.6 and A3A deaminase -3.
O=C(NCC1CCCO1)c1cc([N+](=O)[O-])ccc1Cl (stereo not drawn) was read as ATG4B inh -9, A3G deaminase -3, mIAP inh 0, hIAP activ 1.1, mIAP act 1, MIN6 prolif 0, hIAP inh -6, MPTP block 3.4 and A3A deaminase -1.
Screening CN(CC(=O)NCC1CCCO1)S(=O)(=O)c1cc(Cl)ccc1Cl (stereo not drawn) returned ATG4B inh 93*, A3G deaminase -5, mIAP inh -2, hIAP activ 0.87, mIAP act 1, MIN6 prolif -3, hIAP inh 13, MPTP block -2.0 and A3A deaminase -4.
`O=C(/C(Br)=C/Nc1cc(Cl)ccc1Cl)C(F)(F)F` gave ATG4B inh 0, A3G deaminase -8, mIAP inh 2, hIAP activ 0.9, mIAP act 0.98, MIN6 prolif 0, hIAP inh 10, MPTP block 96* and A3A deaminase -4.
Screening CC1CCCCC1NC(=O)C1CCN(S(=O)(=O)c2cccc3nonc23)CC1 (stereo not drawn) returned ATG4B inh -15, A3G deaminase -6, mIAP inh 8, hIAP activ 0.99, mIAP act 0.92, MIN6 prolif 0, hIAP inh 1, MPTP block 0.1 and A3A deaminase 0.
`CCc1cc(C(=O)N2CCCC(CNS(=O)(=O)c3cccs3)C2)n(C)n1` (stereo not drawn) gave ATG4B inh 10, A3G deaminase -4, mIAP inh -13, hIAP activ 0.98, mIAP act 1.1, MIN6 prolif -2, hIAP inh 2, MPTP block 1.7 and A3A deaminase -2.
Screening Cc1ccc(S(=O)(=O)NCCOc2cc(C)ccc2C)cc1 returned ATG4B inh 0, A3G deaminase -9, mIAP inh -13, hIAP activ 0.98, mIAP act 1.1, MIN6 prolif 7, hIAP inh 2, MPTP block -0.2 and A3A deaminase -4.
`CCOC(=O)C1C(C(=O)OC)=C(c2ccc(OC)cc2)c2ccc(OC)cc2N1S(=O)(=O)C(F)(F)F` (stereo not drawn) gave ATG4B inh -3, A3G deaminase 5, mIAP inh -4, mIAP act 1, MPTP block -0.9 and A3A deaminase 3.
For O=C(O)c1ccc(NS(=O)(=O)c2ccc3nnn(O)c3c2)cc1 the results were ATG4B inh -1, A3G deaminase -2, mIAP inh -9, hIAP activ 1.1, mIAP act 1.1, MIN6 prolif -4, hIAP inh -5, MPTP block 3.7 and A3A deaminase -2.
Screening CC(C(=O)N1CCOCCOCCOCC1)N1C(=O)c2ccccc2C1=O (stereo not drawn) returned ATG4B inh -4, A3G deaminase -9, mIAP inh -2, hIAP activ 1.1, mIAP act 1, MIN6 prolif 3, hIAP inh -12, MPTP block -1.4 and A3A deaminase -1.
CCCCC(=O)Nc1cccc2c1C(=O)N(c1ccccc1)C2=O was read as ATG4B inh -9, A3G deaminase -4, mIAP inh -1, hIAP activ 1, mIAP act 1, MIN6 prolif 0, hIAP inh -2, MPTP block -8.8 and A3A deaminase -2.
`COc1ccc(SCCN2CC[C@@H](C(C)(C)C)CCC2=O)cc1` gave ATG4B inh -4, A3G deaminase -9, mIAP inh 2, hIAP activ 0.99, mIAP act 0.98, MIN6 prolif 1, hIAP inh 0, MPTP block 1.0 and A3A deaminase -4.
Screening CC(C)c1cc(NCC2CCCO2)n2c(nc3ccccc32)c1C#N (stereo not drawn) returned ATG4B inh -8, A3G deaminase -6, mIAP inh -39, hIAP activ 1.1, mIAP act 1.4, MIN6 prolif 1, hIAP inh -13, MPTP block 0.1 and A3A deaminase -6.
Screening COC1(OC)C(/C=C/c2ccc(Cl)cc2)C(C#N)(C#N)C1(OC)OC (stereo not drawn) returned ATG4B inh -3, A3G deaminase -2, mIAP inh -4, hIAP activ 0.96, mIAP act 1, MIN6 prolif -5, hIAP inh 4, MPTP block 1.2 and A3A deaminase -3.
Screening O=C(CN1CCN(C(=O)c2cccs2)CC1)NC1CCCCC1 returned ATG4B inh -4, A3G deaminase -3, mIAP inh 5, hIAP activ 1.2, mIAP act 0.95, MIN6 prolif -1, hIAP inh -17, MPTP block -0.4 and A3A deaminase 2.

Screening results from PubChem.
